High-throughput results as filed in PubChem.
tim23-1 inh – inhibits growth of tim23-1 mutant yeast. S. cerevisiae tim23-1 growth, BacTiter-Glo luminescence, 24 h. inhibition, % at 20 µM. actives 1.3% (n = 330,000). AID 463212;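 active means growth inhibition of the mutant yeast at or above 50%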;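 further: temperature-sensitive mutant grown at 25 °C; plate controls were DMSO-treated mutant yeast for no effect and medium wells lacking yeast for full effect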
Mdm2-MdmX inh – inhibitors of human Mdm2/MdmX interaction. inhibition, % at 8 µM. actives 3% (n = 330,000). SaOS-2 split-luciferase Mdm2/MdmX complementation, luminescence;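 active means inhibition of at least 50% at 8 µM in the primary screen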
Target sequence (O15151 whole entry, looked up): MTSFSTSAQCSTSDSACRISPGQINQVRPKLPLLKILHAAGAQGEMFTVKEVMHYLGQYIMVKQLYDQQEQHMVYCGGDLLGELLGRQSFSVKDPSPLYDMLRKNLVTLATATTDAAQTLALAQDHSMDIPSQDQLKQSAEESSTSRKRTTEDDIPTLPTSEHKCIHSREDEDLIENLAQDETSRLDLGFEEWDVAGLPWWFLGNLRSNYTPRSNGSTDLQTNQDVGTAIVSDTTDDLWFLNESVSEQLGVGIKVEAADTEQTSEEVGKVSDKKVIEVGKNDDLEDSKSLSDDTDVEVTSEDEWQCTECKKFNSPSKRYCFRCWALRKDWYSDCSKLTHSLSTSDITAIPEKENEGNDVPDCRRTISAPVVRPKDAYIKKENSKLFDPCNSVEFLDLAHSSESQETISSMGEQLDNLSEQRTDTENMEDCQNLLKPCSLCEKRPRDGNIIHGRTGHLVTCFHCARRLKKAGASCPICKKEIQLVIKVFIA
Target sequence (Q00987 whole entry, looked up): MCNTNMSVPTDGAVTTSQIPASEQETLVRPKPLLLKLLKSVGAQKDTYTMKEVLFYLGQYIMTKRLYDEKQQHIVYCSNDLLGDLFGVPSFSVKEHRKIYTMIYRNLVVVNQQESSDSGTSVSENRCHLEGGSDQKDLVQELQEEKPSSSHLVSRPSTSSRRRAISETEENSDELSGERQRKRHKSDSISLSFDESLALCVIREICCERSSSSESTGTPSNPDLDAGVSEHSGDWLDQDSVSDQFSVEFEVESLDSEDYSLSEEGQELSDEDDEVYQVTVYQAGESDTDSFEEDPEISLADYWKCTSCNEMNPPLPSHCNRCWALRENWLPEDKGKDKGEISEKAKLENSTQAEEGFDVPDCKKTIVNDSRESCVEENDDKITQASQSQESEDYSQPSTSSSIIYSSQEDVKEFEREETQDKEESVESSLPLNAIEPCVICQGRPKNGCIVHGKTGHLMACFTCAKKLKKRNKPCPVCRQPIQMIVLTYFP
CHOP UPR activ – activators of apoptotic arm of unfolded protein response (CHOP) | CHO-CHOP luciferase reporter, UPR activation, luminescence; percent of tunicamycin response over DMSO baseline | activation, % at 10 µM | actives 0.34% (n = 330,000) | AID 449763;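 active means at 10 µM dose, activation of 40% or more, normalized to positive control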;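 further: 100% = tunicamycin at 10 µg/mL and 0% = DMSO alone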
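System: CHO CHOP reporter cells. Amount: 500 cells per well. Buffer or medium: F12 medium, 10% FBS. Compound dosing: one dose, 10 µM in 0.5% DMSO. Incubation: 6 h compound exposure at 37 °C after overnight seeding. Technique: Steady-Glo luciferase luminescence. Benchmarks: tunicamycin and DMSO controls.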
TIM10 inh – inhibits growth of TIM10 yeast strain; inhibition, % at 10 µM; actives 1.4% (n = 330,000); S. cerevisiae TIM10 strain growth, BacTiter-Glo luminescence, 24 h; AID 463195;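 active means inhibition of 40% or more at the single tested concentration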;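 further: wild-type TIM10 isogenic control strain grown at permissive 25 °C; 0% = DMSO yeast wells and 100% = minimal medium wells without yeast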
tim10-1 inh – growth inhibitors of tim10-1 mutant yeast; S. cerevisiae tim10-1 ts strain growth, BacTiter-Glo, 24 h; inhibition, % at 20 µM; actives 2.2% (n = 330,000);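 active means inhibition of at least 40%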;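 further: mutant grown at 25 °C; 0% = DMSO wells with yeast and 100% = wells holding no yeast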
UPR XBP1 act – activators of adaptive arm of unfolded protein response (XBP1); actives 0.33% (n = 330,000); AID 463104; CHO-XBP1 luciferase reporter, IRE1-XBP1 UPR activation, luminescence; percent of tunicamycin response, DMSO as zero; activation, % at 20 µM;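 active means versus positive control, 20 µM dose yields 30% or more activation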;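 further: 100% = tunicamycin at 10 µg/mL and 0% = DMSO only wells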
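Assay system: CHO-XBP1 luciferase reporter cells; Schedule: 6 h treatment, 37 °C; Detection: glow luminescence from Steady-Glo reagent; Benchmarks: high control tunicamycin 10 µg/mL final, low control DMSO vehicle only.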
Jurkat NFkB inh – inhibitors of the PMA/ionomycin-induced NF-kB reporter in Jurkat cells. PMA/ionomycin-induced NF-kB luciferase reporter, luminescence. inhibition, % at 4 µM. actives 0.53% (n = 330,000). AID 435003; in the data active means inhibition above about 50%
697 NFkB inh – lowers PMA/ionomycin-induced NF-kB signal in 697 B cells | actives 0.33% (n = 330,000) | AID 435022 | inhibition, % at 4 µM | 697 B-cell NF-kB luciferase reporter, 16 h; in the data active means inhibition above about 35%
* marks the source's active call; other numbers are inactive results.

For Cc1nc2ccccc2nc1CN1CCC(CO)(CC2CCCCO2)CC1 (stereo unspecified) the results were tim23-1 inh 13.9, Mdm2-MdmX inh 20.4, CHOP UPR activ -2.0, TIM10 inh -9.2, tim10-1 inh -10.1, UPR XBP1 act -0.4, Jurkat NFkB inh 13.6 and 697 NFkB inh 10.6.
Screening COc1ccc(NS(=O)(=O)c2ccc3oc(SCC(N)=O)nc3c2)cc1 returned tim23-1 inh -2.9, Mdm2-MdmX inh 17.4, CHOP UPR activ 0.4, TIM10 inh -5.0, tim10-1 inh 6.2, UPR XBP1 act 1.8, Jurkat NFkB inh -2.3 and 697 NFkB inh 4.1.
For Cc1cc(=O)c(C(=O)O)nn1-c1ccccc1 the results were tim23-1 inh 12.9, Mdm2-MdmX inh -17.5, CHOP UPR activ -0.8, TIM10 inh -0.7, tim10-1 inh 3.8, UPR XBP1 act -0.6, Jurkat NFkB inh 6.8 and 697 NFkB inh 17.6.
Screening O=C(COC(=O)c1cc(S(=O)(=O)N2CCc3ccccc3C2)ccc1Cl)NCc1ccco1 returned tim23-1 inh 33.1, Mdm2-MdmX inh 15.5, CHOP UPR activ -0.3, TIM10 inh -7.9, tim10-1 inh 16.8, UPR XBP1 act 1.7, Jurkat NFkB inh -6.9 and 697 NFkB inh -7.4.
`Cc1ccc(Cc2cnc(NC(=O)CN3CCOCC3)s2)cc1Cl` gave tim23-1 inh 29.1, Mdm2-MdmX inh 1.7, CHOP UPR activ -1.2, TIM10 inh 18.0, tim10-1 inh 34.3, UPR XBP1 act 0.3, Jurkat NFkB inh -8.9 and 697 NFkB inh -27.8.
For Cc1ccnc(N2CCC(C(=O)NC3CCCCCC3)CC2)n1 the results were tim23-1 inh 14.7, Mdm2-MdmX inh 4.8, CHOP UPR activ -0.3, TIM10 inh 0.7, tim10-1 inh 14.4, UPR XBP1 act -3.8, Jurkat NFkB inh 2.8 and 697 NFkB inh 11.7.
Screening CCNC(=O)/C(=C\c1ccccc1)NC(=O)/C=C/c1ccccc1 returned tim23-1 inh 2.0, Mdm2-MdmX inh 8.3, CHOP UPR activ -0.7, TIM10 inh -4.4, tim10-1 inh -4.3, UPR XBP1 act -3.4, Jurkat NFkB inh -9.1 and 697 NFkB inh 14.4.
`CCOC(=O)C1CCN(CC(=O)Nc2ccc(OC)c(Cl)c2)CC1` gave tim23-1 inh 7.4, Mdm2-MdmX inh -34.2, CHOP UPR activ 0.0, TIM10 inh 6.1, tim10-1 inh 3.4, UPR XBP1 act -1.9, Jurkat NFkB inh 5.8 and 697 NFkB inh -12.4.
CCc1nnc(NC(=O)CC23CC4CC(CC(Br)(C4)C2)C3)s1 was read as tim23-1 inh 16.6, Mdm2-MdmX inh 26.6, CHOP UPR activ 1.5, TIM10 inh 17.1, tim10-1 inh -4.6, UPR XBP1 act 4.2, Jurkat NFkB inh 20.4 and 697 NFkB inh 14.7.
Cc1ccc(S(=O)(=O)N2c3cc(C)ccc3OCC2C(C)(C)C)cc1 (stereo unspecified) was read as tim23-1 inh 22.4, Mdm2-MdmX inh 63.0*, CHOP UPR activ -1.3, TIM10 inh 31.9, tim10-1 inh 22.1, UPR XBP1 act 3.0, Jurkat NFkB inh 32.3 and 697 NFkB inh -5.6.
Screening CCOc1ccccc1-n1c(N)c(C(N)=O)sc1=S returned tim23-1 inh -4.9, Mdm2-MdmX inh 8.6, CHOP UPR activ -2.8, TIM10 inh -11.7, tim10-1 inh 22.5, UPR XBP1 act 3.9, Jurkat NFkB inh -4.0 and 697 NFkB inh 8.5.
For COc1cc(NC(=O)c2cccnc2)c(Cl)cc1NC(=O)c1ccccc1 the results were tim23-1 inh 5.0, Mdm2-MdmX inh 9.8, CHOP UPR activ 2.0, TIM10 inh 7.4, tim10-1 inh -2.2, UPR XBP1 act -2.7, Jurkat NFkB inh 3.7 and 697 NFkB inh -0.3.
`C#CCN1C(=O)C(O)(CC(=O)c2ccc(OC)c(OC)c2)c2ccccc21` (stereo unspecified) gave tim23-1 inh 29.6, Mdm2-MdmX inh 18.4, CHOP UPR activ -2.1, TIM10 inh 15.9, tim10-1 inh 26.0, UPR XBP1 act -3.1, Jurkat NFkB inh 7.1 and 697 NFkB inh 10.2.
COc1ccc(OC[C@@H](O)CNC(=O)c2cccc3c2C(=O)c2ccc(-c4ccc(F)cc4OCc4ccccc4)cc2S3(=O)=O)cc1 was read as tim23-1 inh 9.4, Mdm2-MdmX inh 13.1, CHOP UPR activ 5.1, TIM10 inh 8.3, tim10-1 inh -3.4, UPR XBP1 act -0.9, Jurkat NFkB inh -1.2 and 697 NFkB inh -24.6.
For COc1cc(C[C@@H](C)[C@@H](C)Cc2ccc(O)c(OC)c2)ccc1O the results were tim23-1 inh 34.4, Mdm2-MdmX inh 39.5, CHOP UPR activ 0.6, TIM10 inh -7.6, tim10-1 inh -10.7, UPR XBP1 act 3.2, Jurkat NFkB inh -4.1 and 697 NFkB inh -29.6.

Next part (three carried over from the part before).
`C#CCN1C(=O)C(O)(CC(=O)c2ccc(OC)c(OC)c2)c2ccccc21` (stereo unspecified) gave tim23-1 inh 29.6, Mdm2-MdmX inh 18.4, CHOP UPR activ -2.1, TIM10 inh 15.9, tim10-1 inh 26.0, UPR XBP1 act -3.1, Jurkat NFkB inh 7.1 and 697 NFkB inh 10.2.
COc1ccc(OC[C@@H](O)CNC(=O)c2cccc3c2C(=O)c2ccc(-c4ccc(F)cc4OCc4ccccc4)cc2S3(=O)=O)cc1 was read as tim23-1 inh 9.4, Mdm2-MdmX inh 13.1, CHOP UPR activ 5.1, TIM10 inh 8.3, tim10-1 inh -3.4, UPR XBP1 act -0.9, Jurkat NFkB inh -1.2 and 697 NFkB inh -24.6.
For COc1cc(C[C@@H](C)[C@@H](C)Cc2ccc(O)c(OC)c2)ccc1O the results were tim23-1 inh 34.4, Mdm2-MdmX inh 39.5, CHOP UPR activ 0.6, TIM10 inh -7.6, tim10-1 inh -10.7, UPR XBP1 act 3.2, Jurkat NFkB inh -4.1 and 697 NFkB inh -29.6.
Screening CCN(CC)CCOC(=O)C1(c2ccc([N+](=O)[O-])cc2)CCCC1 returned tim23-1 inh 4.3, Mdm2-MdmX inh 6.5, CHOP UPR activ -0.3, TIM10 inh 5.7, tim10-1 inh 26.0, UPR XBP1 act -3.9, Jurkat NFkB inh 4.7 and 697 NFkB inh -9.7.
COc1cccc(N=Nc2c(N)[nH]n3c(=O)cc(-c4ccccc4)nc23)c1 was read as tim23-1 inh 11.3, Mdm2-MdmX inh 61.7*, CHOP UPR activ 9.0, TIM10 inh 8.6, tim10-1 inh 12.5, UPR XBP1 act -1.2, Jurkat NFkB inh 8.5 and 697 NFkB inh 11.5.
For CCC(Cc1ccccc1)NC(=O)CCNS(=O)(=O)c1cc(Br)cnc1N (stereo unspecified) the results were tim23-1 inh -0.1, Mdm2-MdmX inh 25.0, CHOP UPR activ 1.9, TIM10 inh 9.6, tim10-1 inh 11.1, UPR XBP1 act -2.7, Jurkat NFkB inh -6.6 and 697 NFkB inh 9.7.
`COc1ccc(C(=O)NC2CC(C)(C)Cc3c2cnn3-c2ccccc2C)o1` (stereo unspecified) gave tim23-1 inh 18.1, Mdm2-MdmX inh 28.3, CHOP UPR activ 5.7, TIM10 inh 11.8, tim10-1 inh 19.2, UPR XBP1 act -5.2, Jurkat NFkB inh 1.5 and 697 NFkB inh 4.6.
`CCO[C@@H]1OC(C(=O)N2CCCCCCC2)=C[C@H](c2csc3ccccc23)[C@H]1CCCO` gave tim23-1 inh 32.5, Mdm2-MdmX inh 21.5, CHOP UPR activ -0.9, TIM10 inh 17.8, tim10-1 inh 31.4, UPR XBP1 act -1.4, Jurkat NFkB inh 4.8 and 697 NFkB inh 1.6.
For CCOC(=O)c1c(NC(=O)CSc2nncs2)sc(C)c1-c1ccccc1 the results were tim23-1 inh 35.0, Mdm2-MdmX inh -1.8, CHOP UPR activ -1.4, TIM10 inh 13.2, tim10-1 inh 3.2, UPR XBP1 act -1.4, Jurkat NFkB inh 13.1 and 697 NFkB inh -43.6.
`Cc1noc(C)c1S(=O)(=O)N1CCCC(C(=O)N2CCN(C3CCCCC3)CC2)C1` (stereo unspecified) gave tim23-1 inh 15.3, Mdm2-MdmX inh -24.4, CHOP UPR activ -2.3, TIM10 inh 8.4, tim10-1 inh -2.3, UPR XBP1 act 4.9, Jurkat NFkB inh -23.9 and 697 NFkB inh -11.2.
For Cc1nc2ccc(NC(=O)c3sccc3C)cc2s1 the results were tim23-1 inh 7.8, Mdm2-MdmX inh -137.0, CHOP UPR activ 4.1, TIM10 inh 8.7, tim10-1 inh -10.3, UPR XBP1 act 1.1, Jurkat NFkB inh -117.3 and 697 NFkB inh -90.8.
For CC1(C)C(=O)OC(/C=C\c2ccccc2)C(C)(C)C1=O (stereo unspecified) the results were tim23-1 inh 22.5, Mdm2-MdmX inh 8.2, CHOP UPR activ -2.3, TIM10 inh -11.2, tim10-1 inh -1.6, UPR XBP1 act -3.0, Jurkat NFkB inh -6.4 and 697 NFkB inh 13.5.
O=c1[nH]c(SCc2cccc(Cl)c2)nc2ccccc12 was read as tim23-1 inh 18.7, Mdm2-MdmX inh 16.6, CHOP UPR activ -1.5, TIM10 inh -5.5, tim10-1 inh -3.4, UPR XBP1 act -6.3, Jurkat NFkB inh -6.3 and 697 NFkB inh 10.2.
For CC12CC3CC(C)(C1)CC(C(=O)N1CCN(C(=O)c4ccco4)CC1)(C3)C2 the results were tim23-1 inh 33.1, Mdm2-MdmX inh 13.5, CHOP UPR activ 1.1, TIM10 inh 6.0, tim10-1 inh 16.0, UPR XBP1 act -5.1, Jurkat NFkB inh -2.7 and 697 NFkB inh -2.4.
O=C(NC1CCCCC1)N1CCC(n2cnc3ccccc32)CC1 was read as tim23-1 inh 6.4, Mdm2-MdmX inh 26.8, CHOP UPR activ -0.1, TIM10 inh 8.0, tim10-1 inh 3.1, UPR XBP1 act 0.0, Jurkat NFkB inh -13.1 and 697 NFkB inh 3.1.
Screening C/C(CC(=O)Nc1ccc(N(C)C)cc1)=N\NC(=O)c1ccc(F)cc1 returned tim23-1 inh 15.1, Mdm2-MdmX inh -19.1, CHOP UPR activ 2.8, TIM10 inh -0.6, tim10-1 inh 9.3, UPR XBP1 act -0.1, Jurkat NFkB inh -8.9 and 697 NFkB inh -19.5.
Screening O=C1C=C(c2ccc(-c3ccccc3)cc2)C[C@@H](c2ccc(F)cc2)C1 returned tim23-1 inh 4.0, Mdm2-MdmX inh 13.6, CHOP UPR activ 1.2, TIM10 inh -11.7, tim10-1 inh -1.7, UPR XBP1 act -3.0, Jurkat NFkB inh -0.9 and 697 NFkB inh -4.1.
For CCCC(=O)OCCNc1cc(SCc2ccco2)c2nonc2c1[N+](=O)[O-] the results were tim23-1 inh 27.0, Mdm2-MdmX inh 40.3, CHOP UPR activ -3.5, TIM10 inh -7.3, tim10-1 inh 36.5, UPR XBP1 act -3.7, Jurkat NFkB inh 6.0 and 697 NFkB inh -2.6.
For Cc1ccnc(SCc2cc(=O)c(OC(=O)c3cccs3)co2)n1 the results were tim23-1 inh 28.2, Mdm2-MdmX inh 19.8, CHOP UPR activ -0.8, TIM10 inh -15.1, tim10-1 inh 16.0, UPR XBP1 act 0.1, Jurkat NFkB inh 0.0 and 697 NFkB inh 2.5.
COc1ccc(C(=O)CN2C(=O)c3ccccc3C2=O)c(OC)c1C was read as tim23-1 inh 31.8, Mdm2-MdmX inh 1.3, CHOP UPR activ 1.6, TIM10 inh 4.0, tim10-1 inh 33.7, UPR XBP1 act 2.0, Jurkat NFkB inh -8.2 and 697 NFkB inh 11.2.
CCCCN(C)C(=O)C1CCN(Cc2ccc(OCc3ccccc3)cc2)CC1 was read as tim23-1 inh -5.9, Mdm2-MdmX inh 26.2, CHOP UPR activ -0.9, TIM10 inh 0.6, tim10-1 inh -3.3, UPR XBP1 act -2.5, Jurkat NFkB inh 10.9 and 697 NFkB inh 19.7.
